ABCB6 inh 2 – ABCB6 transporter inhibitors, primary screen, K562-ABCB6 cells, flow cytometry, MLPCN library; ATP-binding cassette sub-family B member 6 (Homo sapiens), Q9NP58; K562-ABCB6 porphyrin accumulation, 1 h; stronger effect = lower value; fluorescence ratio to DMSO, % at 10 µM; 360,000 tested, 0.19% active; AID 602162, 2011;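 active = fluorescence ratio to DMSO below 75%, the collection mean minus 3 SD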;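 also: signal is porphyrin accumulated inside mitochondria; 100% equals median channel fluorescence of DMSO control wells; lower ratio means ABCB6 inhibition with less porphyrin fluorescence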
HTR2A ag – mouse Htr2a agonists via beta-arrestin recruitment, primary screen, cell-based, luminescence; 5-hydroxytryptamine receptor 2A (Mus musculus), P35363; CHO-K1 mHTR2A beta-arrestin complementation; percent of 30 µM serotonin response; activation, % at 7.6 µM; 360,000 tested, 0.66% active;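 active = activation above a run cutoff, the mean activation of all tested compounds plus 3 SD, cut at about 14% in these data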;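 also: 0% = plate median of compound wells and 100% = 30 µM serotonin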
Target sequence (P35363 whole entry, looked up): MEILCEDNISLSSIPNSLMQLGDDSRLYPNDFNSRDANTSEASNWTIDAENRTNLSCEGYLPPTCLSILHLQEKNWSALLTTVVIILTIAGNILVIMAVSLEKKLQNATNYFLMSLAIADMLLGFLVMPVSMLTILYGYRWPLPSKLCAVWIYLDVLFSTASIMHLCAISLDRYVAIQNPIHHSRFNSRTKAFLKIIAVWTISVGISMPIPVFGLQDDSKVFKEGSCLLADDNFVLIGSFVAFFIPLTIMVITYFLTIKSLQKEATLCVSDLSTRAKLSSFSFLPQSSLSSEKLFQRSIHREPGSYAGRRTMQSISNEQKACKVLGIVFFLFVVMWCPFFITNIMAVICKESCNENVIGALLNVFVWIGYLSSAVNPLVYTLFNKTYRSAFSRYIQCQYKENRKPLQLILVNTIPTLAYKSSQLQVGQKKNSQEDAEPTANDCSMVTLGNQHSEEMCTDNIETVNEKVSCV
MC4R ag barr – MC4R agonists recruiting beta-arrestin, primary screen, cell-based, luminescence, agonist arm of biased-ligand search; Melanocortin receptor 4 (Homo sapiens), P32245; U2OS MC4R beta-arrestin complementation; percent of melanotan II response, DMSO zero; activation, % at 8.9 µM; 360,000 tested, 0.98% active;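 active = activation above a per-plate cutoff, the mean activation of sample wells on that plate plus 3 SD, cut at about 8% in these data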
Glyco luc inh – increase of ERlucT glycosylation luciferase signal, primary screen, N-linked glycosylation inhibitor project, D54 ERlucT cells, luminescence, set 2; D54 ERlucT glycosylation luciferase reporter, 24 h; percent of 100 nM tunicamycin response; reporter increase, % at 12.5 µM; 360,000 tested, 0.23% active; AID 588692, 2011;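 active = mean luciferase reporter signal, scaled so untreated is 0 and the glycosylation-blocking control 100, at or above a set limit in every replicate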;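 also: luciferase carries N-glycosylation sites so blocking glycosylation raises the light; 0% = median of neutral control wells and 100% = median of 100 nM tunicamycin wells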
MC4R antagonist – MC4R antagonists of cAMP signaling, primary screen, cell-based, TR-FRET, antagonist arm of biased-ligand search. Melanocortin receptor 4 (Homo sapiens), P32245. MC4R-expressing cells, MTII-stimulated cAMP, LANCE TR-FRET. inhibition, % at 6.5 µM. 360,000 tested, 0.48% active;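 active = inhibition above its plate's cutoff, the mean of tested wells on that plate plus 3 SD, cut at about 29% in these data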;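 also: 0% = Melanotan II alone and 100% = Melanotan II plus saturating MCL0020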
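Assay system: human MC4R-expressing U2OS cells; reagent: Melanotan II stimulation of cells; dosing: 6.5 µM single dose; timing: compound 30 min, challenge 1 h, detection 1 h; signal: TR-FRET cAMP assay; replicates: one well per compound, no replicates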
SRC2 inh – inhibition of GAL4-SRC2 driven luciferase reporter, primary screen, SRC2 inhibitor project, cell-based, luminescence. Nuclear receptor coactivator 2 (Homo sapiens), Q15596. HEK293 GAL4-SRC2 luciferase reporter. inhibition, % at 9 µM. 370,000 tested, 0.17% active. AID 651957, 2012;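 active = inhibition above the mean inhibition of all tested compounds plus 3 SD, set per campaign, cut at about 52% in these data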;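 also: 0% = DMSO treated cells and 100% = cells given Gossypol at 36 µM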
NOD2 RIPK2 PPI – NOD2-RIPK2 binding disruptors in cells, primary screen, fluorescence, CHO cells, BLA complementation; Receptor-interacting serine/threonine-protein kinase 2 (Homo sapiens), O43353; CCF4 ratio; inhibition, % at 4.98 µM; 360,000 tested, 0.38% active; AID 624267, 2012; in the data active = inhibition above about 21%;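 also: 0% = vehicle only and 100% = reference blocker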
Target sequence (O43353 whole entry, looked up): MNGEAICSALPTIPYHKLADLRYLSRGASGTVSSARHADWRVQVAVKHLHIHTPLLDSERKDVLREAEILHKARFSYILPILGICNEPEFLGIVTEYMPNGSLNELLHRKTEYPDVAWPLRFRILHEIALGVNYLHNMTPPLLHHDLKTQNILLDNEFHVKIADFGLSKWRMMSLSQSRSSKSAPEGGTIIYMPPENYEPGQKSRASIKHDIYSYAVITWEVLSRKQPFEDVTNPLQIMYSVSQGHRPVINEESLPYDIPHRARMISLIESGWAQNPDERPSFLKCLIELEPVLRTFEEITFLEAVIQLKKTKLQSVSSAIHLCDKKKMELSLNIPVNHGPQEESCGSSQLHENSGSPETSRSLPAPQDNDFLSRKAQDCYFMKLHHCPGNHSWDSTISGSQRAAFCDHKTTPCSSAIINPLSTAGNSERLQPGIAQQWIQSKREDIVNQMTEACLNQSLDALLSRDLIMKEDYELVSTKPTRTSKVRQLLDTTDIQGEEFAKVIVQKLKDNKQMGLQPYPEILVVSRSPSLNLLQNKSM
ABHD5 PLIN5 PPI – ABHD5-PLIN5 interaction inhibitors, primary screen, cell lysate, split luciferase complementation, luminescence; Perilipin-5 (Homo sapiens) + 1-acylglycerol-3-phosphate O-acyltransferase ABHD5 (Homo …; Split G. princeps luciferase complementation, 4 h; inhibition, % at 4 µM; 360,000 tested, 0.78% active; AID 602281, 2012;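 active = inhibition above the mean inhibition across every tested compound plus 3 SD, cut at about 22% in these data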;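 also: 0% = DMSO only wells and the 100% control is not disclosed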
H9c2 protect – cardioprotection against H2O2-induced cell death, primary screen, uHTS, H9c2 cells, ATPLite luminescence | H9c2 cardiomyocytes, H2O2 injury protection, 2 h | protection from H2O2 cell death, % at 20 µM | 360,000 tested, 0.63% active;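 active = compounds giving at least 50% protection of heart cells from peroxide-induced death in the single-dose screen, raw or plate-pattern-corrected value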;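 also: 0% = DMSO wells with peroxide and 100% = DMSO wells without peroxide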
TLR9-MyD88 inh – inhibitors of TLR9-MyD88 association in cells, primary screen, cell-based, CHO, BLA complementation, fluorescence. CCF4 FRET ratio. 340,000 tested, 0.21% active. AID 504734, 2011. Toll-like receptor 9 (Homo sapiens) + Myeloid differentiation primary response protein …. inhibition, % at 4.98 µM;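 active = inhibition above the mean over all tested compounds plus 3 SD, cut at about 21% in these data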;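 also: 0% = DMSO only wells and 100% = clavulanate BLA inhibitor control wells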
Active calls of the source: *; . = no result given. Only part of the results is shown; the hit share may differ from the screen's.

SMILES	ABCB6 inh 2	HTR2A ag	MC4R ag barr	Glyco luc inh	MC4R antagonist	SRC2 inh	NOD2 RIPK2 PPI	ABHD5 PLIN5 PPI	H9c2 protect	TLR9-MyD88 inh
Nc1nc2c(ccc3ccccc32)s1	99.0	-3.2	-2.6	0.2	0.7	-46.3	-5.7	-6.4	-0.7	-4.0
COc1ccc(C2CC(c3cccs3)=NN2C(=O)CSc2nc3c(cnn3-c3ccccc3)c(=O)[nH]2)cc1 (stereo not given)	102.0	8.6	-0.1	1.3	17.8	-4.6	-8.7	-6.0	-8.4	-4.4
O=C(CCc1nnc(CCc2ccccc2)o1)N1CCCC1c1nccs1 (stereo not given)	97.0	3.1	-1.9	3.2	-0.6	-16.4	-7.8	-10.5	0.2	-12.3
COc1cc(-c2c(NC(=O)c3ccco3)oc3ccc(Cl)cc3c2=O)cc(OC)c1OC	97.0	1.6	0.1	1.7	12.6	10.8	-5.0	-0.7	-1.2	8.9
CC(=O)CCc1ccc(OCC(O)CNCCOc2ccc(C)cc2)cc1 (stereo not given)	96.0	-5.0	0.3	-1.1	2.8	10.1	1.7	5.9	-2.8	7.2
O=C(Cc1ccc(-c2ccccc2)cc1)Nc1ccccn1	100.0	-3.9	-0.7	-8.4	-3.6	-29.5	4.1	-24.3	-0.2	-5.6
NC(=S)N=Nc1c(O)[nH]c2cc(F)c(F)cc12	103.0	-1.1	-1.9	9.2	-19.7	-25.4	-3.9	-4.8	0.6	5.8
CCOC(=O)Cc1csc(NC(=O)COc2ccc(C)c(C)c2)n1	101.0	-2.1	-1.9	3.0	3.8	15.8	-1.6	-4.3	-5.3	-2.9
c1ccc2cc3c(NCCN4CCOCC4)ccnc3cc2c1	107.0	-3.6	0.5	102.4*	-42.5	-110.9	-7.3	-0.8	-8.1	1.8
Cc1ccc(NC(=O)C2CCN(S(=O)(=O)c3c(C)n[nH]c3C)CC2)c(C)c1	99.0	3.7	0.6	3.1	14.3	3.2	0.1	-13.4	-1.1	-3.1
COc1ccc(NC(=O)CC2C(=O)N(C)C(=S)N2Cc2ccco2)cc1 (stereo not given)	104.0	2.2	-0.8	-2.8	-2.1	-1.4	-2.6	8.3	1.9	2.1
Cc1ccc(N(C(=O)CNC(=O)c2ccco2)C(C(=O)NCC2CCCO2)c2ccccc2)cc1 (stereo not given)	101.0	-1.4	-1.5	1.7	3.1	-17.8	-4.8	-0.8	10.3	-6.1
Cc1cccc(C)c1NC(=O)CN1C(=O)S/C(=C\c2cccn2C)C1=O	101.0	-1.8	0.5	-1.7	12.7	-2.6	-5.4	-3.7	4.3	-3.5
CC(=O)C1C(=O)C=C(c2ccco2)CC1c1ccccc1 (stereo not given)	97.0	-0.6	-0.3	1.2	6.0	-11.8	-7.4	5.0	25.8	4.0
CC(C)C(=O)Nc1ccc2c(c1)nc(CCN1CCN(C)CC1)n2C	96.0	0.5	-1.5	-0.4	-0.9	2.3	-4.8	2.4	-7.1	-12.2
Cc1ccn(S(=O)(=O)c2ccc(N3CCCC3=O)cc2)n1	96.0	-8.0	0.6	2.3	16.3	20.4	-44.5	-1.1	1.2	-3.1
CCOc1ccc(-c2nc(CSCC(=O)NCCCN3CCCC3=O)c(C)o2)cc1	91.0	-1.3	-2.4	0.3	2.5	12.8	-13.4	-7.4	-0.4	-8.8
CCCc1cc(C(=O)NNC(=S)Nc2cccc(C)c2)cs1	100.0	-6.0	-2.2	-0.2	9.9	-40.8	-5.4	-8.9	-1.3	10.0
C/C(=N/NS(=O)(=O)c1ccc(C)cc1)c1ccc(NC(=O)C(F)(F)F)cc1	102.0	0.8	-1.5	2.0	-4.1	13.0	3.3	-11.7	-4.4	21.5*
Cc1ccc(NC(=O)CCCC(=O)O)c(-c2nc3ccccc3[nH]c2=O)c1	102.0	-0.4	-1.5	2.1	1.9	-24.1	4.2	1.6	-3.0	5.7
CC(C)C(=O)N=c1sc2cccc(F)c2n1C	98.0	-0.6	1.1	2.2	8.0	-38.5	3.2	-2.6	-6.6	0.2
COc1ccc(C(O)c2nc(-c3ccccc3C)cs2)cc1 (stereo not given)	98.0	0.3	-1.7	0.1	-4.0	-7.3	5.4	2.3	-3.8	.
COc1ccc(C(=O)NCCS(=O)(=O)N2CCN(Cc3ccccc3)CC2)cc1	99.0	2.6	-2.5	2.4	13.0	-8.5	-1.6	6.7	-4.6	1.8
CS(=O)(=O)c1ccc(Cl)c(C(=O)Nc2ccc3nc(N4CCOCC4)sc3c2)c1	99.0	1.7	-3.0	-2.5	12.7	3.9	-10.2	5.3	17.2	0.3
COc1ccc(S(=O)(=O)n2cnc3cc(C)c(C)cc32)cc1C	97.0	0.1	-2.0	-3.1	11.1	3.0	-16.7	2.0	-11.1	-3.6
COc1ccc(Cl)cc1C(=O)N1CCC2(CC1)CC(=O)c1ccccc1O2	99.0	-8.6	-0.8	-5.8	2.5	10.9	-1.3	3.6	2.6	-3.3
Cc1ccc(C)c(NC(=O)CSc2nc3[nH]ncc3c(=O)[nH]2)c1	102.0	0.5	-1.2	0.9	7.1	-23.5	-4.2	0.7	4.2	-1.2
CCOc1cc(C(=O)N/N=C/c2ccoc2)cc(OCC)c1OCC	97.0	-3.3	-2.4	1.8	1.6	1.5	8.1	-1.9	0.3	2.1
CCCOC(=O)c1ccc(OCC(O)CN2C(=O)NC(C)(C)C2=O)cc1 (stereo not given)	95.0	0.7	0.6	-1.8	5.2	-49.9	-6.4	1.2	10.4	-0.3
Cc1cccc(C)c1NC(=O)C(c1ccncc1)N1CCN(CCN(C)C)CC1 (stereo not given)	.	2.5	.	.	.	-16.5	-8.6	3.6	.	.
Cn1c(=O)oc2cc(S(=O)(=O)Nc3ccc4c(c3)OCO4)ccc21	104.0	-1.9	-0.6	-0.7	-4.7	-14.3	-3.2	4.8	3.7	-5.5
CCOC(=O)CNC(=O)OC1CCN2Cc3ccccc3N=C12 (stereo not given)	96.0	1.9	-2.3	-0.9	10.6	2.1	-0.6	-3.0	10.8	-7.3
CCOC(=O)c1sc2nc(N3CCOCC3)c3c(c2c1N)CCCC3	88.0	-1.0	-2.5	3.5	6.3	14.5	3.5	-4.1	10.5	-2.4
COc1ccc(S(=O)(=O)Nc2cccc3c2O[C@H](CN(C)S(=O)(=O)c2ccc(Cl)cc2)[C@H](C)CN([C@H](C)CO)C3=O)cc1	100.0	9.2	0.0	-0.6	9.2	10.5	2.2	-3.5	-10.9	0.9
CCOC(=O)c1c(C)cc(C)[nH]c1=O	94.0	-0.7	0.6	0.5	-6.8	-5.2	-3.1	11.6	4.1	-11.9
CCOC(=O)C1(CCOC)CCN(Cc2cc3ccccc3s2)CC1	94.0	-6.8	1.8	-0.2	-7.7	-8.9	4.5	-10.9	-6.0	-3.9
CCCC(=O)Nc1sc(-c2ccccc2)c(-c2ccccc2)c1C(=O)O	99.0	3.0	2.2	-0.2	3.5	-9.0	-16.3	0.8	10.9	2.4
CCOc1cc(C(=O)N(CC)CC(=O)Nc2ccc3c(c2)OCCO3)ccc1OC	99.0	8.2	0.7	-0.5	2.1	6.6	1.2	11.1	1.1	0.2
CCc1cc2c(Nc3ccccc3O)nc(C)nc2s1	102.0	-4.7	-2.1	-0.9	-3.3	-19.2	-8.2	1.6	-7.9	-5.3
COc1ccc(N(C)S(=O)(=O)c2cccc(C(=O)NC3=NCCS3)c2)cc1	88.0	-3.8	-2.2	-0.5	-2.9	-44.5	-3.1	-6.7	5.8	-4.2
Cc1cc([N+](=O)[O-])cc(C)c1OCC(=O)N/N=C/c1ccc(OC(=O)c2ccccc2Br)cc1	99.0	1.4	-0.9	3.1	2.6	8.7	-1.3	0.7	0.8	-0.8
CC(C)CC(=O)O/N=C1\C(=O)N(c2ccccc2)c2ccccc21	85.0	-3.8	-1.5	-0.5	4.7	-0.4	8.8	2.8	40.8	-10.9
COc1cc(C(=O)O[C@H]2CC(C)=CC[C@@]3(C)CC[C@@](O)(C(C)C)[C@H]23)ccc1O	94.0	-2.3	2.0	1.2	0.2	-5.6	-2.1	-8.4	-2.1	9.1
COCCNC(=O)C(c1cccs1)N(Cc1ccccc1)C(=O)Cn1nnc2ccccc21 (stereo not given)	100.0	1.3	1.4	-0.6	24.9	10.3	9.3	-0.4	7.0	-4.1
CCCOC(=O)c1c(N)sc(C(=O)OCC)c1C	92.0	3.0	4.8	1.8	-8.4	-32.4	-24.1	-6.7	-2.4	-7.9
COC(=O)c1ccccc1NC(=O)Cn1cnc2ccc(S(=O)(=O)N3CCC(C)CC3)cc2c1=O	89.0	-1.5	-2.5	1.4	-0.9	8.0	-6.3	5.7	-9.5	8.3
CCN(CC)c1ccc(C2C(C(=O)Nc3ccccn3)=C(C)NC3=C2C(=O)CC(C)(C)C3)cc1 (stereo not given)	96.0	-5.9	1.5	-2.9	20.9	-11.3	-0.2	0.4	0.0	-16.3
COCOCCn1cc(CN2CCS(=O)(=O)N(Cc3ccc(-c4ccncc4)cc3)C(CC(C)C)C2=O)nn1 (stereo not given)	101.0	1.8	-0.5	5.3	7.3	6.7	-7.8	6.4	30.5	8.8
CCOc1ccc(C(C)=O)cc1NC(=O)/C=C\C(=O)O	102.0	0.9	-2.3	0.9	18.2	-9.6	-3.3	3.1	-2.6	-0.7
C=C1C(=O)OC2CC1C(O)CC(C)=CCCC(C)=CC(O)CC2C (stereo not given)	83.0	-4.6	3.2	-19.8	5.2	51.8	22.8*	54.5*	-11.8	1.2
CCSc1nnc(NC(=O)CC)s1	104.0	0.2	1.3	-1.8	5.2	-37.3	-4.3	-6.2	17.5	9.3

Part of the list above in order of molecular weight, highest first.
SMILES	ABCB6 inh 2	HTR2A ag	MC4R ag barr	Glyco luc inh	MC4R antagonist	SRC2 inh	NOD2 RIPK2 PPI	ABHD5 PLIN5 PPI	H9c2 protect	TLR9-MyD88 inh
COCOCCn1cc(CN2CCS(=O)(=O)N(Cc3ccc(-c4ccncc4)cc3)C(CC(C)C)C2=O)nn1 (stereo not given)	101.0	1.8	-0.5	5.3	7.3	6.7	-7.8	6.4	30.5	8.8
COc1cc(C(=O)O[C@H]2CC(C)=CC[C@@]3(C)CC[C@@](O)(C(C)C)[C@H]23)ccc1O	94.0	-2.3	2.0	1.2	0.2	-5.6	-2.1	-8.4	-2.1	9.1
CCCOC(=O)c1c(N)sc(C(=O)OCC)c1C	92.0	3.0	4.8	1.8	-8.4	-32.4	-24.1	-6.7	-2.4	-7.9

Screens as filed in PubChem BioAssay.
